From PubChem BioAssay
Mito fusion yeast: blocks mitochondrial division or promotes mitochondrial fusion; Potency, µM (highest dose often 46.1 µM), for the others: at the highest dose growth rescue (activation), usual class: activators; S. cerevisiae fusion-defective mutant growth rescue, CellTiterGlo 48 h; AID 485298; actives 0.23% (n = 320,000);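 note: potency is the fitted concentration of half-maximal effect; % of control where 0% means no effect; nearly all actives have a fitted effect of over 45% in size; temperature-sensitive fusion mutants such as fzo1-1 at 37 °C on non-fermentable ethanol glycerol medium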
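Growth-rescue viability read-out: after 48 h at the non-permissive 37C in glycerol/ethanol YPEG, yeast mitochondrial fusion mutants are measured by CellTiterGlo luminescence; compounds (23 nl pinned per well) restoring growth score as division inhibitors or fusion activators.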
PKM2 act: activators of human pyruvate kinase M2; P14618; purified PKM2, Kinase-Glo ATP luminescence, activation; response scale: 0% is enzyme alone, no compound; Potency, µM (top dose mostly 57.5 µM), for inactives: at the highest dose activation, actives largely listed as activators; actives 0.34% (n = 260,000); AID 1631; note: potency is the fitted concentration of half-maximal effect; % is set by controls: 0 for no effect and ±100 for the full control effect; nearly all actives have a fitted effect of over 55% in size
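Purified hPK-M2 (>95%) run at intermediate activity with 0.1 mM ADP and 0.5 mM PEP in 50 mM imidazole pH 7.2, KCl, MgCl2; 1 h room temperature. ATP formed read by Kinase-Glo luminescence; normalized to uninhibited and no-enzyme controls.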
RORg inh: ROR gamma (mouse) transcription inhibition | Potency, µM (doses to about 53.6 µM), for the others: at the top dose activity change, negative = inhibition, actives largely listed as inhibitors | AID 2551 | Drosophila S2 Gal4-RORgamma UAS-luciferase reporter, 20 h | actives 5.4% (n = 310,000); note: potency is the fitted concentration of half-maximal effect; % is set by controls: 0 for no effect and ±100 for the full control effect; nearly all actives have a fitted effect of over 60% in size
Target sequence (P51450 whole entry, looked up, the tested form may be a part): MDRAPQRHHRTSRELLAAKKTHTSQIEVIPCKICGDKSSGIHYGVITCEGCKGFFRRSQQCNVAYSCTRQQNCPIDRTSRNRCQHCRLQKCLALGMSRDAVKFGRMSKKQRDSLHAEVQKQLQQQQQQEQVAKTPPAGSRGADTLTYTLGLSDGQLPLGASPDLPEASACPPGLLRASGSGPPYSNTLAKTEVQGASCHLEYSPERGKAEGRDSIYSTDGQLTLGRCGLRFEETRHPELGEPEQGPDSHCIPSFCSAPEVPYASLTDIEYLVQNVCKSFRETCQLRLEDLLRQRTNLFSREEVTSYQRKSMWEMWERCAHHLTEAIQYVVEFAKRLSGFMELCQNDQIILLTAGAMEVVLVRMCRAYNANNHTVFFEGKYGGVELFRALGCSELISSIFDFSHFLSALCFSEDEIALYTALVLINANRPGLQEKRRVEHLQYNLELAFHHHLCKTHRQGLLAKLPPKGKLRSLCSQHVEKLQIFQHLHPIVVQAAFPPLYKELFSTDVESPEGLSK
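Luminescence from a UAS-regulated Photinus luciferase reporter in stably transfected Drosophila Schneider cells is measured; decreased signal marks ROR gamma inhibition. Fusion expression is induced by 700 uM copper sulfate for 20 hr.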
ELG1 repair inh: blocks ELG1-dependent DNA repair in HEK293T cells; HEK293T ELG1-luciferase reporter, luminescence, 16 h; DNA damage induced by 5-fluorouridine; Potency, µM (highest dose often 46.1 µM), without a hit: top-dose activity change, negative = inhibition, usual class: inhibitors; actives 2.3% (n = 330,000); note: potency is the fitted concentration of half-maximal effect; % is set by controls: 0 for no effect and ±100 for the full control effect; nearly all actives have a fitted effect of over 55% in size
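Reporter activity after DNA damage by 5-fluorouridine is monitored. Compound-treated cells incubate 16 hr at 37 °C, then ONE-Glo is added for 30 min before luminescence reading.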
NPC1 promoter act: NPC1 promoter activation. Huh7 NPC1 promoter luciferase reporter, 24 h. actives 2.4% (n = 320,000). Potency, µM (series often up to 9.22 µM), without a hit: top-dose activation, actives largely listed as activators;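 note: potency is the fitted concentration of half-maximal effect; % of control where 0% means no effect; nearly all actives have a fitted effect of over 60% in size; reporter is driven by a mutant NPC1 promoter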
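Compounds in DMSO were transferred onto Huh7 NPC1-luciferase reporter cells pre-incubated 2 h; after 24 h at 37 °C, Amplite reagent was dispensed and luminescence recorded 10 min later.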
KCNH2 3.1 block: inhibitors of human KCNH2 3.1 potassium channel isoform | AID 720553 | U2OS KCNH2 3.1, thallium flux FluxOr; stronger effect = lower value | actives 0.95% (n = 340,000) | activity change, % (tested at about 1.8 µM);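 active = maximum activity change below -70%; inconclusive = maximum activity change from -70% to -50%; inactive = maximum activity change above -50%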;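 note: thallium influx rate constant from kinetic fluorescence after stimulation buffer; % is set by controls: 0 for no effect and ±100 for the full control effect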
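Thallium flux read-out: FluxOr dye with Red40 quencher in HBSS/HEPES, 45 min at RT. Rate constants from kinetic reads were normalized to positive and negative DMSO controls. Cells: U2OS virally expressing the 3.1 isoform.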
Rab9 prom act: Rab9 promoter activation; Huh7 Rab9 promoter-luciferase reporter, luminescence, 24 h; Potency, µM (series often up to 9.22 µM), inactives show at the highest dose activation, negative = inhibition, actives largely listed as activators; actives 2.8% (n = 320,000); AID 485297; note: potency is the fitted concentration of half-maximal effect; % of control where 0% means no effect; nearly all actives have a fitted effect of over 60% in size
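Measured in stably transfected Huh7 cells bearing a Rab9 promoter–luciferase construct: 24 h compound treatment at 37 °C, followed by luminescence detection.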
Menin MLL FP TR: inhibitors of human menin-MLL interaction, mutant MLL peptide | Potency, µM (doses to about 61.6 µM), inactives show top-dose FP activity change, negative = inhibition, usual class: inhibitors | actives 0.23% (n = 270,000) | Menin + Texas Red MLL mutant peptide, fluorescence polarization; active = well fitted inhibition curve with a large enough effect in the polarisation, with a control signal flat, not every such curve was filed as active; inconclusive = small, poorly fitted or top-dose-only effect, or effect the other way, or a change in a side signal; inactive = no such curve, though single readings can be large or run the other way; the % refers to the polarisation; note: potency is the fitted concentration of half-maximal effect; % of control where 0% means no effect; many of its hits are not listed in these tables
FLuc counter: counter-screen for miR-21 project: firefly luciferase inhibitors or activators. P08659. purified FLuc, Km substrates, luminescence inhibition. Potency, µM (top dose mostly 57.5 µM), for the others: at the top dose activity change, negative = inhibition, actives largely listed as inhibitors. actives 6.9% (n = 360,000). AID 588342;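 note: potency is the fitted concentration of half-maximal effect; plate controls were vehicle for no effect and reference inhibitor for full effect; nearly all actives have a fitted effect of over 55% in size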
Target sequence (P08659 whole entry, looked up): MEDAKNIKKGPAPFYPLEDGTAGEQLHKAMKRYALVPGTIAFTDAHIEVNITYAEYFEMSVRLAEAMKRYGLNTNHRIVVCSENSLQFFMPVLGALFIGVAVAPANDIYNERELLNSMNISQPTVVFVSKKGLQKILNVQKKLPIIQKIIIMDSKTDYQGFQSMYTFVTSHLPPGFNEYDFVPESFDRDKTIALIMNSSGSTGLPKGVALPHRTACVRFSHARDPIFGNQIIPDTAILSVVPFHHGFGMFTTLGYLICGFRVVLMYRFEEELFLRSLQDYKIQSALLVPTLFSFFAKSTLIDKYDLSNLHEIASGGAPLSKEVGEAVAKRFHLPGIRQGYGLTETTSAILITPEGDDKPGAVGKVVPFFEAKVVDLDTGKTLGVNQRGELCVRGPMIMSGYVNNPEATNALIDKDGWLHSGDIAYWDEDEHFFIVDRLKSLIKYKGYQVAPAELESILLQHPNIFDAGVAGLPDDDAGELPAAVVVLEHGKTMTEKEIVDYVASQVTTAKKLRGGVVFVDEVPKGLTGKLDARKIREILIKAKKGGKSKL
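Purified P. pyralis luciferase, 10 nM final, with Km-level 10 uM D-luciferin and 10 uM ATP in 50 mM Tris acetate pH 7.5, 10 mM Mg acetate, 0.01% Tween-20, 0.05% BSA; 6-point qHTS titration about 60 µM downward; luminescence read.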
MBNL1 CUG block: inhibitors of human MBNL1 binding to CUG repeat RNA; Q9NR56; TR-FRET MBNL1-His/biotin-(CUG)12 binding, 665/545 ratio; Potency, µM (doses to about 57.5 µM), inactives show at the highest dose activity change, negative = inhibition, most hits filed as inhibitors; actives 0.036% (n = 280,000); AID 2675; active = well fitted inhibition curve with a large enough effect in the signal ratio, with a control signal flat, not every such curve was filed as active; inconclusive = small, poorly fitted or top-dose-only effect, or effect the other way, or a change in a side signal; inactive = no such curve, though single readings can be large or run the other way; the % refers to the signal ratio; note: potency is the fitted concentration of half-maximal effect; % is set by controls: 0 for no effect and ±100 for the full control effect
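TR-FRET readout: Ex 340 nm, 665/545 nm emission ratio, normalized to buffer-only (basal) and MBNL1-(CUG)12 controls. Complex of MBNL1-His with Biotin-(CUG)12, compounds 92 nM–58 uM, incubated 60 min at room temperature.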
Gal4-VP16 FLuc: inhibits Gal4-VP16 luciferase reporter, ROR gamma counter-screen | Drosophila S2 Gal4-VP16 UAS-luciferase, luminescence, 20 h | Potency, µM (highest dose often 53.6 µM), for inactives: at the highest dose activity, negative = inhibition, most hits filed as inhibitors | actives 3.5% (n = 310,000) | AID 2546;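 note: Gal4-VP16 expression switched on by copper sulfate through the metallothionein promoter; potency is the fitted concentration of half-maximal effect; % is set by controls: 0 for no effect and ±100 for the full control effect; nearly all actives have a fitted effect of over 50% in size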
Active calls of the source: *; ? = inconclusive; . = no result given; & = joins results of further samples; [ ] = another dose, or the depositor's remark. Unless noted, calls come from the whole dose curve; as a rule, active = well fitted curve in the direction sought with a large enough effect; inconclusive = small, poorly fitted or top-dose-only effect, or another doubt; inactive = no such curve, though single readings can be large; an effect the other way counts as inactive or inconclusive.

Structure	RORg inh	Rab9 prom act	KCNH2 3.1 block	PKM2 act	Menin MLL FP TR	NPC1 promoter act	Gal4-VP16 FLuc	FLuc counter	ELG1 repair inh	MBNL1 CUG block	Mito fusion yeast
CC(=O)N1CCN(CCN=CC2=C(O)CC(c3ccc(Cl)cc3)CC2=O)CC1 (stereo unspecified)	10%	-10%	-2	-2%	8%	5%	-9%	-2%	4%	12%	0%
Oc1[nH]c2ccccc2c1N=Nc1c(F)c(F)c(C(F)(F)F)c(F)c1F	-2%	2%	2	.	?	0%	2%	1%	8%	-7%	-1%
Cc1ccc(C2C3=C(CC(C)(C)CC3=O)Nc3onc(C)c32)cc1 (stereo unspecified)	-22%	-1%	-2	1%	.	1%	19%	-8%	-19%	-1%	20%
CCOC(=O)N1CC=C2C(C#N)=C(N)C(C#N)(C#N)[C@H](c3cccs3)[C@H]2C1	-19%	-3%	15	-10%	1%	-3%	2%	1%	0%	7%	-3%
CC(=O)Nc1cccc(NC(=O)CSc2ccc(-c3ccco3)nn2)c1	-12%	9%	7	5%	.	-1%	3%	?	3%	27%	4%
c1ccc(Cc2c[nH]c3ccccc23)cc1	-1%	13%	-32	-1%[11.5 µM]	30%[activator]	-2%	-4%	-9%	6%	2%	-1%
NC(=O)CN1CCN(Cc2ccc3c(c2)OCO3)CC1	39%[1.91 µM]	6%	3	0%	-19%	-6%	-8%	3%	5%	-4%	2%
CN(C)c1ccc(CN2CCCC(O)C2)cc1 (stereo unspecified)	1%	7%	4	-4%	1%	5%	5%	4%	-1%	-12%	1%
CCOc1ccc(CCNC(=O)COC(=O)Cn2cnc3c2c(=O)n(C)c(=O)n3C)cc1OCC	.	-1%	9	.	.	-1%	.	3%	25%	.	-3%
OCCNCC(O)Cn1ccc2ccccc21 (stereo unspecified)	-15%	-4%	9	-9%	4%	0%	0%	6%	?	0%	-3%
O=C(NCc1cccnc1)c1ccc(S(=O)(=O)N2CCCCC2)cc1	0%	0%	-10	0%	.	4%	9%	0%	8%	3%	0%
Cc1ccc(C(=O)Nc2cnc3ccccc3c2)cc1	3.2µM*	?	4	-14%	-8%	?	2.8µM*	0.076µM*	?	1%	-3%
Cc1ccccc1-c1cc(C(=O)NCc2cccc(C(F)(F)F)c2)nn1CC1CC(c2cccc([N+](=O)[O-])c2)=NO1 (stereo unspecified)	.	-7%	0	.	.	-6%	.	3%	-7%	.	5%
COc1ccccc1-c1nc(SC)n[nH]1	?	0%	-18	1%	-1%	-2%	-7%	?	?	1%	3%
CCCN(CC(=O)Nc1ccccc1OC)C(=O)CCC(=O)c1ccc(OCC)cc1	.	-6%	-10	.	.	-2%	.	-3%	-5%	.	-1%
Cc1cc(OC(C)C(=O)N2C[C@H]3C[C@@H](C2)c2cccc(=O)n2C3)c2c(C)c(C)c(=O)oc2c1 (stereo partly specified)	?	2%	0	0%	-13%	-8%	-22%	-1%	14%	?	1%
CC(=O)Nc1ccc(S(=O)(=O)NCc2ccc(C(=O)NCc3ccc(Cl)cc3)cc2)cc1	-5%	16%	6	-1%	?	-1%	-3%	-1%&0%	-13%	3%	-1%
CCOCCCNC(=O)C(c1ccc(OC)cc1)N(Cc1ccc2c(c1)OCO2)C(=O)CNC(C)=O (stereo unspecified)	?	2%	10	6%	1%	-3%	-10%	0%	?	-7%	-3%
NCCNc1ccc([N+](=O)[O-])c(NC2CC2)c1	11%	-5%	2	2%	6%	-3%	-14%	0%	?	.	-2%
CCOC(=O)c1c(NC(=O)CN(C)C2CCN(C)CC2)sc(C(=O)Nc2ccccc2)c1C	-21%	1%	-7	.	-30%	12%	-14%	1%	?	-2%	0%
CC1Sc2ccc(S(=O)(=O)CCC(=O)NC3CCCC(C)C3C)cc2NC1=O (stereo unspecified)	-9%	0%	5	-2%	1%	-5%	5%	0%	-11%	4%	5%
COc1cccc(N2CCN(c3c(C#N)c(C(F)(F)F)nn3C)CC2)c1	12%	-2%	-15	-2%	-5%	1%	4%	3%	15µM*	-3%	-3%
Cc1ccc(SCC(=O)OCC(=O)NCc2ccco2)cc1	.	0%	-6	.	.	-1%	.	0%	6%	.	-4%
Cc1ccc(S(=O)(=O)N2CCCOC2CNC(=O)C(=O)NCc2ccccn2)cc1 (stereo unspecified)	4%	-2%	-6	-1%	.	-3%	-17%	-2%	0%	-1%	-1%
CC(C)CCn1c(=O)c2sccc2n2c(CCCC(=O)N3CCC(N4CCCCC4)CC3)nnc12	0%	-6%	27	.	.	-2%	5%	1%	11%	-2%	0%
O=C(OCCN1C(=O)c2ccccc2C1=O)c1cccc(OC(F)F)c1	-4%	-4%	-15	1%	21%	-4%	3%	-8%	8%	0%	1%
COc1ccc(C(CNC(=O)c2ccc(OCc3c(C)noc3C)cc2)N2CCCC2)cc1 (stereo unspecified)	.	-8%	8	.	.	-5%	.	3%	22%	.	-1%
CNC(=S)N/N=C/c1ccccc1Cl	4µM*	0%	-13	0%	1%	-1%	5.6µM*	2%	?	14%	-4%
O=C(Sc1nnnn1C1CCCCC1)c1cccs1	?	-6%	.	-19%	-6%	-2%	7%	0%	7%	-2%	5%
COC(=O)c1cn(C(=O)c2ccc(OC)c(OC)c2)c2ccccc12	30%	4%	-2	-4%	0%	-4%	3%	-10%	-17%	-2%	-11%
COc1ccc(-c2ccc(=O)n(CC(=O)Nc3cccc(O)c3)n2)cc1OC	-32%	5%	2	?	18%	-1%	1%	-8%	-2%	?	-4%
CCOCCn1c2ccccc2c2nc3ccccc3nc21	-1%	3%	27	.	6%	-2%	-8%	?	2%	?	-19%
CN1C/C(=C\c2ccc(N3CCOCC3)cc2)C(=O)/C(=C/c2ccc(N3CCOCC3)cc2)C1	?	-5%	-17	8%	-20%	5%	15%	-11%	?	-2%	-2%
CC(NC(=O)Cn1cnnn1)c1cccc(C(F)(F)F)c1 (stereo unspecified)	21%	1%	4	-2%	-7%	-6%	-9%	-1%	11%	-3%	24%
CC(C)Cc1nc(SCC(=O)NCc2ccccc2)n[nH]1	-4%	6%	4	-5%	-4%	0%	-2%	1%	13%	-5%	7%
CCN(CC(=O)Nc1cccc(F)c1)CC(=O)Nc1ccccc1OC	12%	-3%	3	.	-3%	5%	4%	2%	-5%	0%	0%
Cc1ccc(S(=O)(=O)N2CCOC23CCN(C(=O)C(=O)NCCC(C)C)CC3)cc1	.	-1%	-15	.	.	-5%	.	-1%	3%	.	1%
c1cncc(CNc2ncnc3ccc(-c4ccc5c(c4)OCCO5)cc23)c1	.	-4%	.	.	.	-17%	.	-18%	6%	.	11%
COc1ccc(C(=O)CSc2ncn[nH]2)cc1OC	39%	2%	13	14%	-3%	1%	-2%	0%	?	0%	-5%
CC1CCC2(CC1)NC(=O)N(CC(=O)N1CCN(c3ccccc3)CC1)C2=O (stereo unspecified)	.	-6%	-1	.	.	1%	.	-1%	4%	.	1%
COc1ccc(C2N(c3cc(Cl)ccc3OC)C(=O)C3CCCN32)c(OC)c1 (stereo unspecified)	-11%	-2%	-3	-6%	1%	0%	3%	5%	1%	6%	-1%
O=C(COc1ccccc1)NCC(=O)N/N=C/c1cc(Br)ccc1OCc1ccccc1	?	-3%	-8	8%	-1%	1%	-14%	0%	?	-16%	18µM*
COCCn1nnnc1CN1CCOCC1	-9%	-6%	5	-3%	-8%	3%	7%	0%	16%	1%	-1%

This is a subset. The share of hits here may be higher or lower than overall.
